ABHD5 PLIN5 PPI – blocks binding of human ABHD5 to perilipin-5; Q00G26+Q8WTS1; Split G. princeps luciferase complementation, luminescence, 4 h; inhibition, % at 4 µM; actives 0.78% (n = 360,000);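 active means inhibition above the mean inhibition across every tested compound plus 3 SD, cut at about 22% in these data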;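 further: 0% = DMSO only wells and the 100% control is not disclosed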
Glyco luc inh – blocks N-linked glycosylation in D54 reporter cells. reporter increase, % at 12.5 µM. D54 ERlucT glycosylation luciferase reporter, 24 h; percent of 100 nM tunicamycin response. actives 0.23% (n = 360,000);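 active means mean luciferase reporter signal, scaled so untreated is 0 and the glycosylation-blocking control 100, at or above a set limit in every replicate; inconclusive means mean reaches the limit but not every replicate does; inactive means mean below the limit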;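 further: luciferase carries N-glycosylation sites so blocking glycosylation raises the light; 0% = median of neutral control wells and 100% = median of 100 nM tunicamycin wells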
MC4R antag cAMP – antagonists of human melanocortin 4 receptor (MC4R). P32245. inhibition, % at 6.5 µM. actives 0.48% (n = 360,000). MC4R-expressing cells, MTII-stimulated cAMP, LANCE TR-FRET;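 active means inhibition above its plate's cutoff, the mean of tested wells on that plate plus 3 SD, cut at about 29% in these data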;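 further: 0% = Melanotan II alone and 100% = Melanotan II plus saturating MCL0020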
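Material: human MC4R-expressing U2OS cells. Probe or stimulus: Melanotan II challenge. Dosing: 6.5 µM single dose. Times: 30-min compound, 1-h challenge, 1-h detection, room temperature. Technique: TR-FRET with Eu-cAMP and labeled anti-cAMP, 671 nm. Replication: singlicate.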
Exocytosis inh – lytic granule exocytosis inhibition | TALL-104 LAMP-1 surface exposure, flow cytometry; cells stimulated with thapsigargin and PMA | inhibition, % at 10 µM | actives 0.66% (n = 360,000) | AID 651702;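 active means inhibition above about 55%, limit read from the data; inconclusive means no clear call, values can overlap the other calls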
aDG glyco up – alpha-DG glycosylation activation; AID 624168; actives 0.22% (n = 360,000); Pro5-aDG cells, alpha-DG glycosylation AlphaScreen (IIH6); 0% Pro5, 100% B10-LARGE cell signal; activation, % at 10 µM;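 active means activation of at least 8% versus controls, or a plate z-score of at least 8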;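 further: Pro5 are CHO cells carrying HIG-tagged alpha-DG that lacks glycosylation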
NOD2 RIPK2 PPI – blocks binding of human NOD2 to RIPK2. actives 0.38% (n = 360,000). inhibition, % at 4.98 µM. O43353. CHO BLA complementation NOD2-RIPK2, CCF4 ratio; in the data active means inhibition above about 21%;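 further: 0% = vehicle only and 100% = reference blocker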
MC4R ag barr – agonists of human melanocortin 4 receptor (MC4R) beta-arrestin. P32245. actives 0.98% (n = 360,000). AID 540308. activation, % at 8.9 µM. U2OS MC4R beta-arrestin complementation, luminescence; percent of melanotan II response, DMSO zero;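 active means activation above a per-plate cutoff, the mean activation of sample wells on that plate plus 3 SD, cut at about 8% in these data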
TLR9-MyD88 inh – blocks human TLR9 binding to MyD88. Q9NR96+Q99836. CHO BLA complementation TLR9-MyD88, CCF4 FRET ratio. inhibition, % at 4.98 µM. actives 0.21% (n = 340,000). AID 504734;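 active means inhibition above the mean over all tested compounds plus 3 SD, cut at about 21% in these data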;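 further: 0% = DMSO only wells and 100% = clavulanate BLA inhibitor control wells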
Vif imaging – HIV Vif inhibition; HEK293T cells, Vif self-association by quenched fluorescence, imaging, 24 h; inhibition, % at 7.49 µM; actives 0.35% (n = 340,000); in the data active means inhibition above about 50%, passing the limit was not always enough; inconclusive means no clear call, values can overlap the other calls; inactive means below about 31%; further: some results filed as inactive read as strong as hits
ABCB6 inh 2 – human ABCB6 transporter inhibition | Q9NP58 | K562-ABCB6 porphyrin accumulation, flow cytometry, 1 h; hits give low values | fluorescence ratio to DMSO, % at 10 µM | actives 0.19% (n = 360,000);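 active means fluorescence ratio to DMSO below 75%, the collection mean minus 3 SD; inconclusive means too few cells collected in the well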;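 further: signal is porphyrin accumulated inside mitochondria; 100% equals median channel fluorescence of DMSO control wells; lower ratio means ABCB6 inhibition with less porphyrin fluorescence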
Target sequence (Q9NP58 whole entry, looked up): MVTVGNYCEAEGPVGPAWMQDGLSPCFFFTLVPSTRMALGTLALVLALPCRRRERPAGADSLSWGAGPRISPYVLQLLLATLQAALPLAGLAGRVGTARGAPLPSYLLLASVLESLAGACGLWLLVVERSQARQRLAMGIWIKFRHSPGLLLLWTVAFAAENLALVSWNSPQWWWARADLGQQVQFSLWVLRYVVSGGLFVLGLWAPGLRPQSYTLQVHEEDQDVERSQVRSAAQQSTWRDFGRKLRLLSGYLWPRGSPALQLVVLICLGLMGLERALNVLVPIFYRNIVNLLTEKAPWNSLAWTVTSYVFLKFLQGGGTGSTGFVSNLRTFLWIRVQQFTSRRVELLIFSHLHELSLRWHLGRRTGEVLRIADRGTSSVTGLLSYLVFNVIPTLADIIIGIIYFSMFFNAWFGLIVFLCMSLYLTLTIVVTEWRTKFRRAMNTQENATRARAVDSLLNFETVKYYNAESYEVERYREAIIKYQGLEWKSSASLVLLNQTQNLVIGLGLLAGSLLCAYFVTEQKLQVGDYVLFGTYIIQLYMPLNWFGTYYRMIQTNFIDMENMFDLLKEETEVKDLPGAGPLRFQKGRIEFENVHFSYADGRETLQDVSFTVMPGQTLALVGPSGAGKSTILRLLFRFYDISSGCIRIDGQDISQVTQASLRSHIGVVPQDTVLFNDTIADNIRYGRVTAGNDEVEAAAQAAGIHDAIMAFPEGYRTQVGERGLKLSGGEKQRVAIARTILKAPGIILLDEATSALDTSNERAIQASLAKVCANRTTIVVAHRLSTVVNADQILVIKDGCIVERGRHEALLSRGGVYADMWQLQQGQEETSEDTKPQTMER
Starred values were filed as active, the others as inactive; ? = inconclusive; / = no result given. Only part of the results is shown; rates above refer to the full screens.

SMILES	ABHD5 PLIN5 PPI	Glyco luc inh	MC4R antag cAMP	Exocytosis inh	aDG glyco up	NOD2 RIPK2 PPI	MC4R ag barr	TLR9-MyD88 inh	Vif imaging	ABCB6 inh 2
Cc1nnc(SCC(=O)N2CCN(C(=O)c3ccco3)CC2)n1C	-2	-1	0	-11	0.0	-6	-2.3	-7	-2	104
CCOC(=O)CC[C@H](NC(=O)Cn1cnc2c(SC)nc(N)nc21)C(=O)OCC	-8	0	0	-3	-0.1	-5	-2.8	-4	3	99
CCc1ccc(NC(=S)Nc2cccc(OC)c2)cc1	-10	1	-1	-2	0.1	-5	-0.2	-2	26	83
N#Cc1cccc(C(c2nnnn2C2CCCC2)N2CCC(Cc3ccccc3)CC2)c1 (configuration not stated)	3	-8	9	32	0.5	-1	-2.5	-5	-18	91
Cc1cc(=O)oc2cc(OCC(=O)c3ccccc3)ccc12	0	-1	-2	1	-0.1	-9	-0.8	4	-1	93
CCc1ccc(NC(=O)Nc2cccs2)cc1	-8	-10	2	4	0.3	-8	2.2	0	-3	106
CC(C)NC(=O)CSc1nc2ccccc2c(=O)n1CCCOC(C)C	-3	1	5	-7	0.0	4	1.8	-10	0	99
N#C/C(=C(/O)CN1CCOCC1)c1nc2ccccc2s1	9	-1	-4	0	-0.2	-4	1.3	-3	-4	98
O=C(CNC(=O)/C(=C\c1ccccc1)NC(=O)c1ccc(Br)cc1)OCc1ccccc1	-3	-2	14	6	0.2	-4	-0.5	1	11	98
CCc1cccc(CC)c1NC(=O)CCCSc1nc2ccccc2s1	-18	-2	5	-5	0.6	3	0.7	1	-13	93
CC12CCC(C(=O)NCc3ccccc3Cl)(CC1=O)C2(C)C (configuration not stated)	-1	0	9	2	0.0	-10	-1.3	-1	24	100
CCCNCC1C(Oc2ccc(Cl)cc2Cl)C(=O)N1c1cccc(C)c1C (configuration not stated)	-4	-4	10	28	1.5	0	3.1	5	-2	103
O=C(NCC1CC1)NC(=O)c1c(F)cccc1Cl	-17	2	2	-13	-0.1	-4	-1.0	1	50*	99
O=C(Nc1nccs1)c1cc(Cl)nc2ccccc12	-6	0	5	-1	-0.1	-9	-2.6	5	-4	96
Cc1cc(C)c(C#N)c(SCC(=O)C(C)(C)C)n1	1	-1	-4	-3	-0.1	-10	-0.9	5	17	98
CC1CN(S(=O)(=O)c2ccccc2)CC(C)O1 (configuration not stated)	-5	0	11	0	0.1	-4	0.7	8	6	103
CCCCCCCCN1C(=O)[C@H](CC(=O)NCC2CCCCC2)C[C@@]2(C(=O)OCC)CCCC=C12	-12	/	/	6	-0.1	-3	/	/	/	97
O=C(C[C@@H]1CC[C@H](NS(=O)(=O)c2ccccc2F)[C@@H](CO)O1)NCCCN1CCOCC1	-11	/	/	6	0.0	11	/	/	/	/
C=CCNc1nc(C(=O)OCC(=O)Nc2ccc(S(N)(=O)=O)cc2)cs1	0	1	20	1	0.1	-1	-2.8	-12	-4	100
Cc1cc(C)c(C)c(S(=O)(=O)N2CCN(Cc3nc4ccccc4[nH]3)CC2)c1C	6	8	3	0	0.0	-10	2.0	8	-7	103
CC(C)(C)NC(=O)CSc1nc2[nH]ncc2c(=O)[nH]1	2	-1	10	-3	-0.1	4	-1.7	-1	2	104
O=C(Nc1ccccc1)Nc1cccc(C(F)(F)F)c1	2	-3	17	-2	0.8	-2	3.8	-5	-8	92
COc1ccc(C)cc1S(=O)(=O)N1CCCCC1	-4	1	12	8	-0.3	-8	-1.1	-2	/	85
Cc1ccc2c(c1)cc(CN(C(=O)N1CCOCC1)C1CCCC1)c1nnnn12	-2	40*	13	-2	-0.5	2	0.4	6	-5	98
CCOC(=O)N1CCN(S(=O)(=O)c2c(C)nc3scc(C)n3c2=O)CC1	-7	1	1	-1	-0.1	-3	-2.8	-2	1	101
Clc1cccc(Cc2c(-c3ccco3)nc3ccc(Cl)cn23)c1	71*	3	/	46	0.0	-5	/	/	/	99
Clc1ncc(CN2CCN(c3ccccc3)CC2)s1	-4	0	-4	-6	-0.2	5	-0.6	-11	-3	98
Cc1cc([N+](=O)[O-])c(C)cc1-c1ccc(/C=N/NC(=O)c2cccnc2)o1	-23	3	-13	5	-0.1	0	-3.4	8	5	97
COc1ccccc1Nc1ncc(C(=O)N2CCC(C(N)=O)CC2)c2ccccc12	-4	2	-4	-1	-0.1	5	-1.0	8	-9	93
CCOC(=O)C1CCN(C(=O)CCCCn2c(=O)[nH]c3ccccc3c2=O)CC1	0	-1	-5	4	0.1	-7	1.4	-6	7	95
CCCCN1C(Nc2ccccc2)=NC[C@@H]1C	7	-2	6	-6	0.0	-4	-2.0	-4	-12	101
CCC1Oc2nc(SC)nnc2-c2ccccc2N1C(=O)c1ccccc1 (configuration not stated)	1	2	7	-2	0.0	8	-1.5	-6	2	91
O=C(c1ccc(OC2CCN(Cc3ccccc3C(F)(F)F)CC2)cc1)N1CCCCC1	1	1	2	-2	1.0	-1	-3.3	-4	-8	103
COc1ccc(C)cc1NCc1cccc(OC)c1OC	-1	-1	9	1	0.0	10	-1.1	-4	-4	100
COc1ccc(-n2c(C)c(C)c3c(NCCCO)ncnc32)cc1	-1	1	5	0	0.1	16	-1.1	-1	3	96
CC(=O)Nc1c(NC(C)(C)C)c2ccccc2oc1=O	7	0	-2	4	-0.1	-4	-3.4	2	-2	93
CC(C)CNC(=S)N1CCN(Cc2ccc3c(c2)OCO3)CC1	-1	1	26	3	0.1	-2	0.4	3	-12	96
O=C1c2ccccc2NC(c2ccccn2)N1c1ccccc1F (configuration not stated)	-2	0	2	0	-0.1	-19	-2.1	0	-13	99
CCN1C(=O)[C@H]2[C@@H](c3ccc(-c4ccccc4)cc3)N3CCC[C@@]3(C(=O)OC)[C@H]2C1=O	10	-2	14	6	-0.1	8	5.7	-1	-3	91
O=C(COC(=O)c1ccc(F)c(S(=O)(=O)N2CCOCC2)c1)c1ccc(Cl)cc1	-8	1	3	-1	0.0	5	-1.1	-4	1	96
COC(=O)COc1ccc(NC(=O)C2CCCO2)cc1 (configuration not stated)	3	0	0	5	2.5	-5	-1.5	11	6	102
CCCn1c(CC)nc([N+](=O)[O-])c1Sc1ccc(C)cc1	2	-2	14	2	0.6	9	-0.5	-2	6	96
Cn1nc(-c2ccc(C(=O)NCCO)cc2)c2ccccc2c1=O	3	3	4	-2	-0.1	8	-0.2	1	4	102
CCCCCCC(=O)OCC(=O)c1ccc2c(c1)NC(=O)CO2	-1	-1	11	-2	-0.2	1	-0.8	-1	-4	98
O=C(NCc1ccccn1)c1cc(-c2ccccc2)nc2ccccc12	-1	0	1	-1	-0.1	-13	-1.0	-19	3	98
O=C(C1CCN(c2ncnc3c2nc2n3CCCCC2)CC1)N1CCCCC1	8	1	6	-6	0.0	1	-2.4	11	-18	102
Cc1cc(S(=O)(=O)NCC(c2ccc3c(c2)OCO3)N2CCOCC2)ccc1F (configuration not stated)	6	2	7	8	0.3	5	-1.5	-3	-6	90
CCn1c(CNc2ccc(Cl)cc2)nnc1SCC#N	5	3	17	6	-0.1	-4	-1.1	5	-10	96
COc1ccc(/C=N/OC(=O)c2ccc(Cl)cc2)c(Cl)c1OC	-3	0	0	2	0.0	-5	-0.5	/	16	97
CC(=O)Oc1ccc(/C=C2/SC(=S)N(Cc3ccccc3)C2=O)cc1	13	2	-4	?	-0.1	-2	0.2	4	33	138
CCN(CC)S(=O)(=O)c1cc(C(=O)OCC(=O)c2ccc3c(c2)NC(=O)CO3)ccc1Cl	-3	1	4	0	0.0	-7	-1.8	3	-41	85
Cc1cccc(C(=O)N[C@H](C(=O)NCc2cccs2)C(C)C)c1	-11	0	7	-13	0.2	-9	-1.5	-1	1	98
O=C1CN(C(=O)CN2C(=O)NC3(CCCCC3)C2=O)c2ccccc2N1	3	2	5	0	-0.5	-5	3.0	0	-8	98
COc1ccc(OC)c(C2=NO[C@@](CC(=O)O)(C(=O)Nc3ccc4c(c3)OCCO4)C2)c1	8	2	3	1	0.0	-14	0.5	-10	2	99
CCOC(=O)C1=C(C)N(C[C@@H]2CC[C@@H](Cc3ccc(-c4ccccc4)cc3)O2)C(=O)NC1c1cccc([N+](=O)[O-])c1 (some centres not stated)	0	-1	6	2	-0.3	8	-1.1	-1	-6	102
COc1cccc(NC(=O)C2CCCN2C(=O)Nc2ccccc2)c1 (configuration not stated)	-2	1	8	-3	0.0	-11	0.3	-13	3	97
CN(C)/C(Cn1cncn1)=C1/N=C(c2ccccc2)OC1=O	1	2	-1	-2	-0.4	-4	1.9	-5	1	110
COc1cc(C(=O)NCc2nnc(SCC(=O)Nc3cc(C)on3)o2)cc(OC)c1OC	-6	2	12	-1	-0.2	-5	-3.7	1	-3	101
CCN1C[C@@H]2[C@@H]3C(=O)N(C)C(=O)[C@@H]3[C@](CC)(C1=O)N2C(=O)c1ccc(C)cc1	1	0	4	-13	0.2	4	-1.1	0	-1	91
CCOC(=O)CSC1=C(C#N)C(c2ccc(Cl)cc2)C(C(=O)OC)C(=O)N1 (configuration not stated)	11	2	7	1	0.0	-13	0.1	-2	-3	95

Continuation.
SMILES	ABHD5 PLIN5 PPI	Glyco luc inh	MC4R antag cAMP	Exocytosis inh	aDG glyco up	NOD2 RIPK2 PPI	MC4R ag barr	TLR9-MyD88 inh	Vif imaging	ABCB6 inh 2
COCCCNC(=O)c1ccc(-c2nc3ccccc3nc2-c2ccccc2)cc1	5	-4	10	8	0.0	-11	-1.9	/	-2	95
Cc1nnc(SCc2ccccc2)nc1-c1ccccc1	-3	-5	3	-7	0.1	-2	-2.2	2	-8	101
COC(=O)C(Cc1cnc(Cl)s1)(C(=O)OC)c1ccc([N+](=O)[O-])cc1	3	0	-1	-2	0.1	0	-2.1	-1	16	91
O=[N+]([O-])c1ccc(P(=O)(Cc2ccccc2)c2ccccc2O)cc1 (configuration not stated)	6	2	11	12	-0.1	1	-2.1	3	-4	98
Cc1n[nH]c(C)c1S(=O)(=O)Nc1ccc2c(c1)OCCO2	0	-7	5	0	0.0	-4	-1.9	2	5	99
NS(=O)(=O)c1ccc(Nc2ccc([N+](=O)[O-])c3nonc23)cc1	9	-1	-15	7	-0.1	4	-4.1	1	-3	110
NCCCCCc1nnc(SCc2ccc(Cl)cc2Cl)o1	17	1	2	46	-0.2	-10	0.5	8	-15	97
CCOC(=O)N1CCN(S(=O)(=O)c2ccc(C)c(C)c2)CC1	3	-2	2	-2	-0.1	-7	-2.2	11	-1	99
Cc1noc(C(=O)Nc2cccc(Cl)c2)c1Cl	-3	2	6	-3	0.0	-3	-1.0	2	-10	100

2 compounds drawn at random from those above, as already listed:
SMILES	ABHD5 PLIN5 PPI	Glyco luc inh	MC4R antag cAMP	Exocytosis inh	aDG glyco up	NOD2 RIPK2 PPI	MC4R ag barr	TLR9-MyD88 inh	Vif imaging	ABCB6 inh 2
O=C(c1ccc(OC2CCN(Cc3ccccc3C(F)(F)F)CC2)cc1)N1CCCCC1	1	1	2	-2	1.0	-1	-3.3	-4	-8	103
CC(C)CNC(=S)N1CCN(Cc2ccc3c(c2)OCO3)CC1	-1	1	26	3	0.1	-2	0.4	3	-12	96

Screens from PubChem BioAssay.
